# Cl transport mod – KCC2 (human) Cl- transport modulation | Q9H2X9 | KCC2 cells, thallium flux FluoZin-2 fluorescence | B-score of Tl+ flux slope (higher = more flux/activation; lower = inhibition) at 10 µM | 190,000 tested, 2.2% active;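 active means thallium flux slope and its plate-corrected score both differing from the plate sample mean at a set confidence after two filtering rounds, in either direction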;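 further: slope of fluorescence scaled to starting intensity during 10 to 20 s after thallium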
# PERK inh – human PERK inhibition, primary cell-based screen; CHO PERK-DD fusion, SEAP luminescence translation reporter; AID 1416; 220,000 tested, 0.17% active; inhibition, % at 5.6 µM;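 active means inhibition above the mean inhibition of all tested compounds plus 3 SD, set separately per screening campaign, cut at about 2.9% in these data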;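 further: PERK kinase domain activated by AP20187 dimerizer at 100 nM; 0% = DMSO with dimerizer and 100% = rapamycin at 8.4 µM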
# Target sequence (Q9NZJ5 whole entry, looked up, the tested form may be a part): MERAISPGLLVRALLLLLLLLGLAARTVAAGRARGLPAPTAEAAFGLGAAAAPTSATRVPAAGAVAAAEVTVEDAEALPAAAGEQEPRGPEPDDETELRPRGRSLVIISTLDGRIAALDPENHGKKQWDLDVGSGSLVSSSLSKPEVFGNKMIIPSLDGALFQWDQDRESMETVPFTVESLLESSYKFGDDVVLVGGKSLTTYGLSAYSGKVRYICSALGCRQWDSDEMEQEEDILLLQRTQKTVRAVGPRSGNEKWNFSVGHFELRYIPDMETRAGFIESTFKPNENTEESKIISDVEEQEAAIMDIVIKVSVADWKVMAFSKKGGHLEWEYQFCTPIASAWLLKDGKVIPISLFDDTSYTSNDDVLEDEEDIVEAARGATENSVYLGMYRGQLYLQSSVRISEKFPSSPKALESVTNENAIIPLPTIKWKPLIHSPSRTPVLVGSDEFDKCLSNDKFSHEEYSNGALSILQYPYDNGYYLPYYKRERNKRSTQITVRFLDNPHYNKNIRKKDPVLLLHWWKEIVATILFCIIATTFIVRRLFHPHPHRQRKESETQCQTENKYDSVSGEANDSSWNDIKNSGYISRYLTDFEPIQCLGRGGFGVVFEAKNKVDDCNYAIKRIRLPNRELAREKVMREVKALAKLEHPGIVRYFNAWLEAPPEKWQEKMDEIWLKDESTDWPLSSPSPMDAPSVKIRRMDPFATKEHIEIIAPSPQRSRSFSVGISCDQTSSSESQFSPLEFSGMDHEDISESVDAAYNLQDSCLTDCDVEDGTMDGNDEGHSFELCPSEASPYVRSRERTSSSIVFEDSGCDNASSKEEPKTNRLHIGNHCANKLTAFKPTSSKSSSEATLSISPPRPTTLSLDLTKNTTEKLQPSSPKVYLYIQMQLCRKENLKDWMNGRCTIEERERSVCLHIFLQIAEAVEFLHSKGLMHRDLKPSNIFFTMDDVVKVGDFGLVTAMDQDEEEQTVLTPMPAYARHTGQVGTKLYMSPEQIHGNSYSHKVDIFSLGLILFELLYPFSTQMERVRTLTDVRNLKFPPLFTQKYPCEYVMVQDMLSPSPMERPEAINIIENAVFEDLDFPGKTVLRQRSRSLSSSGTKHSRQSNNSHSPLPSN
# FXIIa inh – blocks human coagulation factor XIIa protease activity | P00748 | purified FXIIa, Boc-QGR-AMC fluorogenic substrate, 2 h | inhibition, % at 5 µM | 220,000 tested, 0.3% active; in the data active means inhibition above about 40%;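 further: 0% = enzyme with no compound and 100% = blank without enzyme; many of its hits are not listed in these tables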
# m-calpain inh – blocks pig calpain II enzyme activity | purified calpain II, fluorogenic peptide substrate, 30 min | 220,000 tested, 0.37% active | inhibition, % at 16 µM;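 active means inhibition above about 50%, limit read from the data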
# FXIa inh – blocks human coagulation factor XIa protease activity | purified FXIa, Boc-Glu-Ala-Arg-AMC fluorogenic substrate | inhibition, % at 5 µM | 220,000 tested, 0.14% active | AID 798;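 active means inhibition of at least 40%; inactive means inhibition below 40%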;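 further: fluorescence of freed AMC excited at 355 nm; 0% = enzyme without compound and 100% = no enzyme blank; many of its hits are not listed in these tables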
# KLK5 inh – blocks human kallikrein 5 protease activity | 210,000 tested, 0.59% active | Q9Y337 | inhibition, % at 5 µM | recombinant hK5, fluorogenic AMC substrate cleavage;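 active means inhibition of 40% or more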;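 further: 0% = enzyme controls without compound and 100% = no-enzyme blanks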
# thrombin 1536 – blocks human thrombin protease activity. P00734. AID 1046. 220,000 tested, 0.26% active. alpha-thrombin, Boc-VPR-AMC fluorogenic substrate cleavage. inhibition, % at 5 µM;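 active means inhibition at or above 40%; inactive means inhibition below 40%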;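 further: 0% = enzyme with no compound and 100% = wells without enzyme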
#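 Assay system: human alpha-thrombin enzyme. Reagent: Boc-VPR-AMC substrate, 15 µM final. Compound dosing: one concentration per compound, 5 µM, with 0.2% DMSO. Incubation: room-temperature reaction. Technique: AMC fluorescence, 355/460 nm. Measure: % inhibition relative to enzyme controls and enzyme-free blanks.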
# Furin inhibitor – blocks human furin protease activity; P09958; purified furin, fluorogenic substrate cleavage; inhibition, % at 30 µM; 220,000 tested, 0.061% active; AID 463115; in the data active means inhibition above about 25%; further: inactives centre near -15
# Rad51 HR inh – Rad51 (human) homologous recombination inhibition; Q06609; hRad51 DNA strand exchange, fluorescence dequenching; inhibition, % at 10 µM; 200,000 tested, 0.085% active;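 active means inhibition above 40% at the single screening dose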;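 further: 0% = DMSO control wells and 100% = blanks with heterologous ssDNA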
#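 Material: human Rad51–ssDNA filaments; Probe or stimulus: labelled 47-mer dsDNA for strand exchange; Doses: single 10 µM dose; Incubation: 37 °C 15-min filament assembly, 30-min compound preincubation, 15-min exchange; Technique: FRET fluorescence dequenching, excitation 485 nm, emission 520 nm; Measure: Fluorescence-based percent inhibition, control- and blank-normalised; Benchmarks: plate control and blank wells.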
# The depositor's hits bear a star; i = inactive; · = no result given; [ ] = dose if it differs, or a comment. Only part of the results is shown, so the mix of outcomes need not match the whole.
# Preview:
SMILES,Cl transport mod,PERK inh,FXIIa inh,m-calpain inh,FXIa inh,KLK5 inh,thrombin 1536,Furin inhibitor,Rad51 HR inh
Cc1ccc(-c2nc(SCC(=O)c3c(N)n(C)c(=O)n(C)c3=O)n[nH]2)cc1,1.1,0.7,0,-10,-6,-4,-18,-23,7
CCc1cccc2c(C(=S)N3CCCC3)c[nH]c12,-0.35,0.3,11,4,-1,3,-17,-19,23
CCOc1ccccc1NC(=O)C(OC(=O)c1ccc(CC)cc1)c1ccccc1 (centres undefined),-0.52,1.5,11,9,18,-7,3,-8,16
Cc1csc(SCC(=O)NCCc2ccc(Cl)cc2Cl)n1,-2,-0.2,9,30,9,-21,-2,-18,·
CC(C)(C)[C@H]1C=C(C(=O)NCc2nc3ccccc3[nH]2)O[C@@H](OCc2ccc(CO)cc2)C1,-1.3,·,8,2,-1,2,-1,-23,-1
COc1ccc(N2CCC(CNC(=S)Nc3ccc(C)cc3C)C2)cc1 (centres undefined),-0.74,-0.2,13,33,1,2,3,-8,4
CCSc1nnc(NC(=O)c2cccc(S(=O)(=O)N(C)c3ccc(C)cc3)c2)s1,-0.039,0.3,10,-12,3,3,-4,-7,1
O=C(CC1C(=O)NCCN1Cc1ccc(F)cc1)NCCCn1cccn1 (centres undefined),1.2,0.8,11,-38,-1,4,-2,-27,-4
O=C(CN(c1ccc(F)cc1)S(=O)(=O)c1ccc2c(c1)OCCO2)NCc1ccncc1,-0.41,-0.1,2,18,-5,1,-3,-27[20 µM],1
S=C(Nc1ccccc1)Nc1ccc(Br)cc1,0.55,1.9,14,19,-4,0,-1,-6,-21
O=C(N/N=C/C=C\c1ccccc1[N+](=O)[O-])c1ccccn1,0.027,0.6,11,15,9,-4,-13,-2,6
Cc1ccc(S(=O)(=O)N(CC(=O)Nc2cccc([N+](=O)[O-])c2)Cc2ccc(Cl)cc2)cc1,1.1,-0.3,6,-1,2,-22,-3,-18,-3
CCCNC(=O)Nc1ccc(C)cc1C,0.86,0.6,6,-6,-1,-3,-3,-20,·

# The listing, previewed entries included:
SMILES,Cl transport mod,PERK inh,FXIIa inh,m-calpain inh,FXIa inh,KLK5 inh,thrombin 1536,Furin inhibitor,Rad51 HR inh
Cc1ccc(-c2nc(SCC(=O)c3c(N)n(C)c(=O)n(C)c3=O)n[nH]2)cc1,1.1,0.7,0,-10,-6,-4,-18,-23,7
CCc1cccc2c(C(=S)N3CCCC3)c[nH]c12,-0.35,0.3,11,4,-1,3,-17,-19,23
CCOc1ccccc1NC(=O)C(OC(=O)c1ccc(CC)cc1)c1ccccc1 (centres undefined),-0.52,1.5,11,9,18,-7,3,-8,16
Cc1csc(SCC(=O)NCCc2ccc(Cl)cc2Cl)n1,-2,-0.2,9,30,9,-21,-2,-18,·
CC(C)(C)[C@H]1C=C(C(=O)NCc2nc3ccccc3[nH]2)O[C@@H](OCc2ccc(CO)cc2)C1,-1.3,·,8,2,-1,2,-1,-23,-1
COc1ccc(N2CCC(CNC(=S)Nc3ccc(C)cc3C)C2)cc1 (centres undefined),-0.74,-0.2,13,33,1,2,3,-8,4
CCSc1nnc(NC(=O)c2cccc(S(=O)(=O)N(C)c3ccc(C)cc3)c2)s1,-0.039,0.3,10,-12,3,3,-4,-7,1
O=C(CC1C(=O)NCCN1Cc1ccc(F)cc1)NCCCn1cccn1 (centres undefined),1.2,0.8,11,-38,-1,4,-2,-27,-4
O=C(CN(c1ccc(F)cc1)S(=O)(=O)c1ccc2c(c1)OCCO2)NCc1ccncc1,-0.41,-0.1,2,18,-5,1,-3,-27[20 µM],1
S=C(Nc1ccccc1)Nc1ccc(Br)cc1,0.55,1.9,14,19,-4,0,-1,-6,-21
O=C(N/N=C/C=C\c1ccccc1[N+](=O)[O-])c1ccccn1,0.027,0.6,11,15,9,-4,-13,-2,6
Cc1ccc(S(=O)(=O)N(CC(=O)Nc2cccc([N+](=O)[O-])c2)Cc2ccc(Cl)cc2)cc1,1.1,-0.3,6,-1,2,-22,-3,-18,-3
CCCNC(=O)Nc1ccc(C)cc1C,0.86,0.6,6,-6,-1,-3,-3,-20,·
COc1ccc(-c2csc(-c3cccs3)n2)cc1OC,0.43,1.2,2,-47,-3,-4,-4,-21,4
C=CCC(C=C)[N+]1(CC(=O)OC)CCCCC1 (centres undefined),0.29,-0.1,-2,18,-1,-24,0,-19,-6
NS(=O)(=O)c1ccc(CCNC(=S)Nc2ccccc2)cc1,0.72,0.1,15,2,16,-3,-7,-13,-11
CCOC(=O)C1=C(C)OC(N)=C(C#N)C1c1c(C)nn(-c2ccccc2)c1Cl (centres undefined),-0.38,0.6,9,-11,0,3,-2,-16,-2
COCCOC(=O)C(CC(=O)O)NCc1ccco1 (centres undefined),0.98,4.0*,5,6,5,-6,-3,-16,20
CC1CCC(Nc2nnnn2-c2ccccc2)CC1 (centres undefined),-0.2,0.6,17,11,8,2,2,-16[20 µM],8
N#Cc1c(-c2ccco2)nc(SCc2ccc(F)cc2)[nH]c1=O,-1.1,1.2,3,-2,-4,-9,-9,-20[20 µM],-6
Cc1ccc(C2=NNC(C(O)C(O)C(O)C(C)O)S2)cc1 (centres undefined),0.081,0.5,6,-19,12,-10,0,-17[20 µM],-10
Cc1noc(C)c1C(=O)Nc1ccc(F)cc1,·,0.6,6,-23,-2,0,-2,-10,-8
CCOC(=O)c1sc2cccc(Cl)c2c1N,0.049,0.5,1,-15,-5,-10,1,-5[20 µM],1
O=C(CN1C(=O)c2ccccc2C1=O)NCc1ccc(N2CCOCC2)cc1,-0.042,1.0,5,5,-4,-6,1,-10,2
Cc1nn(-c2ccccc2)c(C)c1/C=N/NC(=O)CSc1nc2ccccc2c(=O)n1-c1ccc(Br)cc1,-2.4,0.0,8,-38,-5,0,-4,-6[20 µM],8
CCCc1cc(=O)[nH]c(SCCOc2ccc(Cl)cc2)n1,·,2.9*,21,5,4,-14,-3,-23,-2
COc1ccc(Br)cc1/C=N/NC(=O)c1nc(-c2ccccc2)n2c1CCCCC2,-2.6,-0.5,24,-66,6,-7,5,-15[20 µM],7
CCc1ccc(OCC(=O)O/N=C(\N)c2cccnc2)cc1,-0.18,1.1,4,-3,-1,-1,-9,-18,·
CCOc1ccc(/C=N/NC(=O)CC(=O)NCc2ccccc2)cc1,·,0.0,3,20,-7,-3,-10,-11,-1
Cc1cc(C)c(-n2nnnc2SCC(=O)c2cc3ccccc3o2)c(C)c1,-0.044,0.8,9,-32,-1,2,2,-5,14
CC(C)(C)c1ccc(S(=O)(=O)NCc2ccc(C(=O)NCc3ccccn3)cc2)cc1,0.11,-0.5,8,22,-5,16,22,-18,4
CCc1ccc(NC(=O)CSc2ccccn2)cc1,-0.71,0.1,9,30,0,6,-12,-8,-10
Cc1ccc(CNC(=O)Cc2ccc(-c3ccccc3)cc2)cc1,0.88,0.0,17,2,4,0,-3,-8[20 µM],-8
C/C(=N\N=C(N)N)c1cccc([N+](=O)[O-])c1,-0.092,1.2,9,4,7,-3,-13,-11,-2
COc1ccc(N2CCN(C(c3ccccc3)c3sc4nc(C)nn4c3O)CC2)cc1 (centres undefined),-0.22,·,6,5,-1,0,-3,-21,5
O=C1NC(c2ccccc2)C(C(=O)c2cccs2)C(O)(C(F)(F)F)N1 (centres undefined),-0.13,1.2,12,-16,0,-7,2,-23,6
NC(=S)Nc1cccc2cnccc12,·,1.4,-4,14,-4,0,3,-9[20 µM],-6
COCC1CCN(Cc2nc(Cc3ccccc3Cl)no2)CC1,0.31,0.3,-1,-12,-4,·,-2,-14,-9
CCCC1C(=O)N(c2ccccc2)C1c1ccccc1 (centres undefined),-0.022,0.3,26,14,14,4,1,-16[20 µM],-9
O=S(=O)(Nc1ccc(S(=O)(=O)Nc2cccc3ccccc23)cc1)c1ccccc1,-2.1,0.6,-17,-12,-9,-20,-9,-20[20 µM],-4
CCc1nnc(NC(=O)c2ccncc2)s1,0.023,-0.4,6,-3,-4,3,2,-19,-1
COCCn1c(C)cc(C(=O)CSc2ncnc3sc4c(c23)CCC4)c1C,·,0.1,17,-9,-2,2,2,-14[20 µM],3
COc1ccc(/C=N/N2C(=O)c3ccccc3C2=O)cc1,-0.11,1.8,9,-1,6,2,-1,-12,15
Cc1ccc(NC(=O)c2ccc3nc[nH]c3c2)c(O)c1,-2.6,1.6,2,-15,-3,-4,-14,-16,-8
COc1cc(/C=c2\sc3n(c2=O)CCCN=3)ccc1O,·,0.8,16,-19,4,-11,2,-4[20 µM],8
CC1(C)CC(=O)C2=C(C1)N(Cc1ccco1)C(=O)NC2(C(F)(F)F)C(F)(F)F,·,-0.7,4,-42,-4,2,-4,-4[20 µM],-8
COc1cccc2c1OC1(C)CC2/C(=C(\C)O)C(=O)N1 (centres undefined),-0.64,1.2,2,26,0,-1,-2,-8,-3
CC(C)n1c(-c2ccc(N(C)C)cc2)nc2ccccc21,-3.3*,-1.3,8,-421,-2,-26,1,6,-6
COc1ccc(C(=O)Nc2ccc(C)cc2C(=O)c2ccccc2)cc1,-0.14,-0.2,10,8,7,-8,-12,-3,5
O=C(CSc1cccc[n+]1[O-])N1CCCCCC1,-0.062,1.4,5,-22,5,12,-1,-27,6
COC(=O)c1ccc(-n2nnnc2SCC(=O)Nc2ccccc2C(=O)OC)cc1,·,0.6,-5,-9,8,-16,-4,-13[20 µM],·
Cc1onc(-c2ccccc2)c1C(=O)N/N=C/c1c[nH]c2ccccc12,·,0.6,5,-2,-2,4,-9,-12,11
CCc1ccc(NC(=O)NCCN2CCc3ccccc3C2)cc1,-0.67,0.0,11,-5,1,-26,-1,-8[20 µM],6
Cc1ccc(-c2cnc3n2CCCCC3)cc1,1.1,0.1,-4,22,-4,-6,-14,-25,-3
Cc1sc(C(=O)Nc2ccc3ccccc3c2)cc1CC(=O)O,-0.9,0.9,4,20,-4,-10,0,-23,12
O=C(Nc1nc(-c2ccco2)c(-c2ccco2)s1)C1CCC1,-0.26,-0.4,1,-4,-1,-33,-8,6,-2
CCN(CC(=O)Nc1c(C(=O)OC)[nH]c2ccccc12)c1ccc2c(c1)OCO2,-1.7,-0.7,12,12,3,-15,-4,-18[20 µM],0
CSc1ncccc1C(=O)Nc1nc2ccc(S(C)(=O)=O)cc2s1,0.22,0.0,4,-15,-3,-3,-5,-21,-6
CC1CCN(c2cc(N)c(Cl)cc2[N+](=O)[O-])CC1,·,0.0,5,24,-8,-1,-3,-5,-9
c1ccc(Cn2c(-c3ccco3)nc3nc4ccccc4nc32)cc1,0.44,-1.2,5,i,-1,-119,-6,-19,-9
CN(C)C(=O)c1cn(-c2ccccc2)nc1-c1cc2ccccc2o1,-0.48,-1.2,1,-18,-7,5,-6,-11,-7
